mIAP block: mouse IAP inhibition; purified mouse IAP, CDP-Star luminescence, 30 min; inhibition, % at 10 µM; 330,000 tested, 0.2% active;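 active means inhibition of at least 40% at 10 µM in the primary screen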;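 further: plate controls were DMSO with enzyme for no effect and no enzyme wells for full effect; values of inactives mirror those of a sister screen read the other way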
A3A deaminase: blocks human APOBEC3A ssDNA deamination; recombinant A3A, FAM/TAMRA ssDNA deamination fluorescence; inhibition, % at 20 µM; 330,000 tested, 0.41% active; AID 493011;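 active means at least 40% inhibition at 20 µM here, with at most 30% in a related deaminase screen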;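 further: plate controls were A3A with DMSO for no effect and wells lacking A3A enzyme for full effect; some results filed as inactive read as strong as hits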
Target sequence (P31941 whole entry, looked up): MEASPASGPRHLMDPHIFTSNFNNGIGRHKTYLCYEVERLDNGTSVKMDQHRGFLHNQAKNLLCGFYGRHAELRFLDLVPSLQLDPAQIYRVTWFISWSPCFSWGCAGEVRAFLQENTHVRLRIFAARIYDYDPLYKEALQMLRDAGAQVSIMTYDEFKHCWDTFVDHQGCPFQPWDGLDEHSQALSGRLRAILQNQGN
SENP1 FRET inh: inhibitors of human SENP1 SUMO protease catalytic domain; recombinant SENP1 catalytic domain, CyPet-SUMO1-YPet FRET cleavage; inhibition, % at 10 µM; 360,000 tested, 0.21% active; Q9P0U3; AID 624204;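 active means inhibition at least 30% at 10 µM, raw YFP signal under a set limit, fluorescence ratio 0.5 to 1.5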;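 further: 0% = enzyme with DMSO and 100% = no enzyme wells; some results filed as inactive read as strong as hits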
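System: Recombinant human SENP1 catalytic domain, His6-tagged | Incubation: Enzyme reaction for 50 min at room temperature, dark | Medium: Tris pH 8 with BME, BSA, NP40 and catalase | Also added: 25 nM SUMO1 FRET substrate | Compound: 10 µM single point, 0.5% DMSO | Measured by: FRET fluorescence in CFP and YFP emission channels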
NLRP3 yeast inh: blocks the NALP3 inflammasome reconstituted in yeast. inhibition, % at 10 µM. AID 2825. 330,000 tested, 0.39% active. Yeast reconstituted NLRP3/ASC/caspase-1, beta-gal luminescence, 24 h;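 active means inhibition of 50% or more; inactive means inhibition below 50%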;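 further: plate controls were induced DMSO wells for no effect and uninduced yeast grown without galactose for full effect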
MIN6 prolif: induces beta-cell replication in MIN6 cells | MIN6 cells proliferation, ATPlite luminescence, 48 h; cells starved in 0.2% serum; 100% = growth in 10% serum | proliferation, % at 10 µM | 330,000 tested, 0.29% active;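 active means compounds whose signal lies at least 3.5 SD above the mean of all wells on their plate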;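 further: 0% = DMSO-treated cells in low-serum medium and 100% = 10% serum control; some compounds called inactive have numbers as strong as hits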
hIAP block: blocks human intestinal alkaline phosphatase; P09923; purified IAP, CDP-Star luminescence, 30 min; inhibition, % at 10 µM; 330,000 tested, 0.12% active; AID 2544;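 active means inhibition reaching a set limit with compound at 10 µM in the primary screen, cut at about 35% in these data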;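 further: plate controls were DMSO wells with enzyme for no effect and no-enzyme buffer wells for full effect; values of inactives mirror those of a sister screen read the other way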
Target sequence (P09923 whole entry, looked up): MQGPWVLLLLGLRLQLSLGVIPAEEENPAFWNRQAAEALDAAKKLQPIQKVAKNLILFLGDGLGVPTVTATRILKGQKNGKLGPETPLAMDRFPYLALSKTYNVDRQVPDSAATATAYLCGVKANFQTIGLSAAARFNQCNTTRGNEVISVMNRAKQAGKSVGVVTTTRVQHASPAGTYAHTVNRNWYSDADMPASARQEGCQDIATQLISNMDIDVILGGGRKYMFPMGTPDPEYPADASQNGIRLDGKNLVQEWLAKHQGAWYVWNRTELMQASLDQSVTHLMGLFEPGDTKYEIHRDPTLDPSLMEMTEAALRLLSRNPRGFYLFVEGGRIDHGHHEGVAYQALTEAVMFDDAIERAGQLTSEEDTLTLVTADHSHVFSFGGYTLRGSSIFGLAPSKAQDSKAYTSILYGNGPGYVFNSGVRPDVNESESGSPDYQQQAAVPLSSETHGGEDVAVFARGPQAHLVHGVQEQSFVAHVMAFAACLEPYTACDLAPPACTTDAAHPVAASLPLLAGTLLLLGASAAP
hIAP act: human IAP activation | activation factor at 10 µM | 330,000 tested, 0.16% active | AID 2524 | purified human IAP, CDP-Star luminescence, 30 min; active compounds read high; 1 = vehicle-only enzyme, 0 = enzyme-free background;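 active means activation factor of the enzyme at least 2-fold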; further: the source names both 10 and 20 µM as test concentration; values of inactives mirror those of a sister screen read the other way
A3G deaminase: blocks human APOBEC3G single-stranded DNA deamination; recombinant A3G, ssDNA deamination FAM/TAMRA fluorescence; inhibition, % at 20 µM; 330,000 tested, 0.28% active; AID 493012;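 active means inhibition of at least 40% at 20 µM, with no more than 30% in the related APOBEC3A deaminase screen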;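 further: plate controls were DMSO wells with A3G for no effect and wells lacking A3G enzyme for full effect; some compounds called inactive have numbers as strong as hits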
Target sequence (Q9HC16 whole entry, looked up): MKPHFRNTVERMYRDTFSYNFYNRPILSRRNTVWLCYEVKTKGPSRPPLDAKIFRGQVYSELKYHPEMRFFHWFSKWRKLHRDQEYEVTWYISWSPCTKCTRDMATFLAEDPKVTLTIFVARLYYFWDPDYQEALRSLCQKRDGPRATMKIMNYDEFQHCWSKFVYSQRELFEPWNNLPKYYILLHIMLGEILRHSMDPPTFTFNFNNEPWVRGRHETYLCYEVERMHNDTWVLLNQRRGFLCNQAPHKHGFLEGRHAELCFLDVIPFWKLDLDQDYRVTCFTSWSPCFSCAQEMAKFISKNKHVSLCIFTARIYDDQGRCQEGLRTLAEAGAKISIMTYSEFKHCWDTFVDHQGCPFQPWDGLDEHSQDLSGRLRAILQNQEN
mIAP activ: increases mouse intestinal alkaline phosphatase activity | AID 2805 | muIAP, CDP-Star luminescence, 30 min; active compounds read high; 1 = vehicle-only enzyme signal, 0 = enzyme-free wells | activation factor at 10 µM | 330,000 tested, 0.24% active;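 active means activation factor of at least 2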; further: the source names both 10 and 20 µM as test concentration; values of inactives mirror those of a sister screen read the other way
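also added = chemiluminescent substrate CDP-Star | test system = mouse IAP enzyme | signal = chemiluminescence readout | compound = DMSO-dissolved test compounds | incubation = 30 min at room temperature | benchmarks = DMSO wells, no-enzyme wells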
An asterisk follows results filed as active.

For O=C(O)CSc1nnc(-c2ccc3c(c2)OCO3)o1 the results were mIAP block 7.4, A3A deaminase -0.6, SENP1 FRET inh -1.4, NLRP3 yeast inh 13.9, MIN6 prolif -1.1, hIAP block -2.5, hIAP act 1.02, A3G deaminase -7.1 and mIAP activ 0.926.
For COC(=O)c1cc2c(cc1Cl)N1CCCCCC1=NS2(=O)=O the results were mIAP block -6.9, A3A deaminase -2.5, SENP1 FRET inh 2.9, NLRP3 yeast inh -2.8, MIN6 prolif 0.8, hIAP block 3.8, hIAP act 0.962, A3G deaminase -4.4 and mIAP activ 1.07.
CCCCOC(=O)Nc1ccc(N2CCCCC2)cc1 was read as mIAP block 0.9, A3A deaminase -1.6, SENP1 FRET inh -9.3, NLRP3 yeast inh 25.4, MIN6 prolif -1.4, hIAP block 17.9, hIAP act 0.821, A3G deaminase -3.5 and mIAP activ 0.991.
`COc1ccc(C(=S)N2CCN(C)CC2)cc1Br` gave mIAP block 2.9, A3A deaminase 0.7, SENP1 FRET inh 3.1, NLRP3 yeast inh 4.6, MIN6 prolif 0.2, hIAP block -6.3, hIAP act 1.06, A3G deaminase 1.8 and mIAP activ 0.971.
For C=CCNc1nc(C)c(CNc2c(C)cc(C)cc2C)nc1C#N the results were mIAP block 12.7, A3A deaminase -2.8, SENP1 FRET inh -2.1, NLRP3 yeast inh 19.9, MIN6 prolif 0.4, hIAP block 12.1, hIAP act 0.879, A3G deaminase -2.5 and mIAP activ 0.873.
CC(C)SCc1cc(N2CCCC2)nc(-c2ccccc2)n1 was read as mIAP block -3.5, A3A deaminase -0.8, SENP1 FRET inh 0.3, NLRP3 yeast inh 20.4, MIN6 prolif 0.0, hIAP block 8.9, hIAP act 0.911, A3G deaminase -5.1 and mIAP activ 1.03.
Screening Cc1ccc(C(=O)NC(=S)N2CCN(c3ccc([N+](=O)[O-])cc3)CC2)cc1 returned mIAP block 13.3, A3A deaminase -2.1, SENP1 FRET inh -8.0, NLRP3 yeast inh 10.6, MIN6 prolif -5.4, hIAP block 0.6, hIAP act 0.994, A3G deaminase -7.2 and mIAP activ 0.867.
`Cn1c(SCC(=O)Nc2ccc3c(c2)OCO3)nnc1C(F)(F)F` gave mIAP block -1.3, A3A deaminase -6.5, SENP1 FRET inh -0.7, NLRP3 yeast inh 16.3, MIN6 prolif -0.4, hIAP block 0.2, hIAP act 0.998, A3G deaminase -8.6 and mIAP activ 1.01.
`CC1(C)Cc2nc(N)c(C(=O)NCCO)cc2CO1` gave mIAP block -5.8, A3A deaminase 2.2, SENP1 FRET inh 1.1, NLRP3 yeast inh 1.1, MIN6 prolif 3.9, hIAP block 6.5, hIAP act 0.935, A3G deaminase 1.9 and mIAP activ 1.06.
For Cn1c(N2CCCC2)nc2c1c(=O)n(Cc1ccc(F)cc1)c(=O)n2C the results were mIAP block 1.6, A3A deaminase -2.3, SENP1 FRET inh -4.0, NLRP3 yeast inh 33.4, MIN6 prolif -0.1, hIAP block -3.2, hIAP act 1.03, A3G deaminase -2.1 and mIAP activ 0.984.
For COc1ccc(Cn2c(C)ccc2C)cc1 the results were mIAP block -5.2, A3A deaminase -4.3, SENP1 FRET inh -20.7, NLRP3 yeast inh 13.1, MIN6 prolif -2.0, hIAP block 9.4, hIAP act 0.906, A3G deaminase -3.0 and mIAP activ 1.05.
Screening Cc1ccc(OCC(=O)Nc2ccc(F)cc2)cc1C returned mIAP block -0.3, A3A deaminase -1.2, SENP1 FRET inh 0.8, NLRP3 yeast inh 46.8, MIN6 prolif -1.2, hIAP block -11.1, hIAP act 1.11, A3G deaminase -4.7 and mIAP activ 1.
Screening CC/C(=N\NC(=O)CSc1ncccn1)c1ccc2c(c1)OCCO2 returned mIAP block 0.3, A3A deaminase -5.7, SENP1 FRET inh 3.6, NLRP3 yeast inh 15.4, MIN6 prolif 0.0, hIAP block -10.3, hIAP act 1.1, A3G deaminase -9.0 and mIAP activ 0.997.
`Cn1c2ccccc2c2c(C(=O)NCC3CCCO3)cn(C3CCCC3)c(=O)c21` (configuration not stated) gave mIAP block 9.3, A3A deaminase -0.4, SENP1 FRET inh -59.4, NLRP3 yeast inh 7.2, MIN6 prolif 0.0, hIAP block 6.7, hIAP act 0.933, A3G deaminase -0.7 and mIAP activ 0.907.
`CCNC(=O)c1cccc(NC(=O)c2cc(C3CC3)nc3c2cnn3C(C)C)c1` gave mIAP block 5.0, A3A deaminase 1.5, SENP1 FRET inh -3.3, NLRP3 yeast inh 9.0, MIN6 prolif 2.7, hIAP block -2.3, hIAP act 1.02, A3G deaminase -8.1 and mIAP activ 0.95.
Screening O=C(CN1CCN(Cc2ccc(F)cc2Cl)C1=O)NCCc1ccc(Cl)cc1 returned mIAP block -3.0, A3A deaminase -2.2, SENP1 FRET inh 2.1, NLRP3 yeast inh -5.4, MIN6 prolif -3.1, hIAP block 0.4, hIAP act 0.996, A3G deaminase -5.5 and mIAP activ 1.03.
Screening COc1ccccc1-c1cc(C(=O)Nc2ccccc2SC)no1 returned mIAP block 10.4, A3A deaminase -3.0, SENP1 FRET inh 1.0, NLRP3 yeast inh 7.8, MIN6 prolif -1.7, hIAP block 16.2, hIAP act 0.838, A3G deaminase -5.8 and mIAP activ 0.896.
`Cc1ccccc1NC(=O)c1ccco1` gave mIAP block -8.9, A3A deaminase -7.2, SENP1 FRET inh 1.4, NLRP3 yeast inh 9.6, MIN6 prolif -0.1, hIAP block -13.9, hIAP act 1.14, A3G deaminase -6.3 and mIAP activ 1.09.
`CC1CCCN(C(=O)C23CCC(C)(C(=O)C2)C3(C)C)C1` (configuration not stated) gave mIAP block 9.5, A3A deaminase -4.3, SENP1 FRET inh 2.9, NLRP3 yeast inh 12.6, MIN6 prolif -2.0, hIAP block -5.0, hIAP act 1.05, A3G deaminase -7.0 and mIAP activ 0.905.
For CCOC(=O)C1(CCOc2ccccc2)CCN(C(=O)c2cncs2)CC1 the results were mIAP block 1.5, A3A deaminase -0.2, SENP1 FRET inh 1.2, NLRP3 yeast inh 4.9, MIN6 prolif -1.1, hIAP block 0.1, hIAP act 0.999, A3G deaminase -0.7 and mIAP activ 0.985.

The closing two entries of the section before lead into the next.
`CC1CCCN(C(=O)C23CCC(C)(C(=O)C2)C3(C)C)C1` (configuration not stated) gave mIAP block 9.5, A3A deaminase -4.3, SENP1 FRET inh 2.9, NLRP3 yeast inh 12.6, MIN6 prolif -2.0, hIAP block -5.0, hIAP act 1.05, A3G deaminase -7.0 and mIAP activ 0.905.
For CCOC(=O)C1(CCOc2ccccc2)CCN(C(=O)c2cncs2)CC1 the results were mIAP block 1.5, A3A deaminase -0.2, SENP1 FRET inh 1.2, NLRP3 yeast inh 4.9, MIN6 prolif -1.1, hIAP block 0.1, hIAP act 0.999, A3G deaminase -0.7 and mIAP activ 0.985.
N#CCCN/N=C(/Cc1nc2ccccc2[nH]1)c1ccc(Cl)cc1 was read as mIAP block -3.7, A3A deaminase 8.0, NLRP3 yeast inh 17.5, MIN6 prolif -5.8, hIAP block -3.1, hIAP act 1.03, A3G deaminase -2.2 and mIAP activ 1.04.
`Cc1cccc(NC(=O)CC2C(=O)NCCN2C(=O)Nc2ccc(Cl)cc2)c1` (configuration not stated) gave mIAP block 0.0, A3A deaminase -1.9, SENP1 FRET inh 0.2, NLRP3 yeast inh 14.4, MIN6 prolif -3.6, hIAP block 4.2, hIAP act 0.958, A3G deaminase -8.9 and mIAP activ 1.
Screening C/C=C/C=C\C(=O)Nc1cccc(C2=NOC3(C2)C[C@@H](C(N)=O)N(C(=O)c2cc([N+](=O)[O-])cc([N+](=O)[O-])c2C)C3)c1 (some centres not stated) returned mIAP block 0.1, A3A deaminase 0.0, SENP1 FRET inh -1.3, NLRP3 yeast inh 9.2, MIN6 prolif 0.3, hIAP block 10.3, hIAP act 0.897, A3G deaminase -11.3 and mIAP activ 0.999.
`CCN1CCN(CCCNC(=O)c2cc3c(=O)[nH]c4ccccc4c3s2)CC1` gave mIAP block 9.6, A3A deaminase 4.3, SENP1 FRET inh -8.5, NLRP3 yeast inh 8.7, MIN6 prolif -2.1, hIAP block 8.2, hIAP act 0.918, A3G deaminase -3.1 and mIAP activ 0.904.
For CN(c1ccc(OCC(=O)N2CCOCC2)cc1)S(=O)(=O)c1ccc(Cl)cc1 the results were mIAP block -1.8, A3A deaminase -2.1, SENP1 FRET inh 2.9, NLRP3 yeast inh 4.7, MIN6 prolif 0.7, hIAP block -0.9, hIAP act 1.01, A3G deaminase -4.2 and mIAP activ 1.02.
`CS(=O)(=O)c1ccc(C(=O)Nc2nc(-c3ccco3)c(-c3ccco3)s2)cc1` gave mIAP block 59.9*, A3A deaminase 82.8, SENP1 FRET inh 7.6, NLRP3 yeast inh 12.8, MIN6 prolif -0.4, hIAP block 3.7, hIAP act 0.963, A3G deaminase 64.9 and mIAP activ 0.401.
Screening CC1CCCN(C(=O)COC(=O)CNC(=O)c2sc3ccccc3c2Cl)C1 (configuration not stated) returned mIAP block 17.4, A3A deaminase 22.0, SENP1 FRET inh -3.9, NLRP3 yeast inh 10.1, MIN6 prolif 1.9, hIAP block -8.1, hIAP act 1.08, A3G deaminase -4.6 and mIAP activ 0.826.
`O=C(/C=C/c1ccco1)NC(=S)Nc1cccc(-c2nc3ccccc3s2)c1` gave mIAP block 23.6, A3A deaminase -0.4, SENP1 FRET inh 2.8, NLRP3 yeast inh 22.6, MIN6 prolif -3.5, hIAP block 10.0, hIAP act 0.899, A3G deaminase -2.7 and mIAP activ 0.764.
Screening COc1cc(CCNc2ccc3nnc(-c4ccccc4)n3n2)cc(OC)c1OC returned mIAP block 2.8, A3A deaminase 2.8, SENP1 FRET inh 2.2, NLRP3 yeast inh 8.4, MIN6 prolif -1.7, hIAP block 5.6, hIAP act 0.944, A3G deaminase -0.5 and mIAP activ 0.972.
CC(CCc1ccco1)NC(=O)CSc1cc(=O)n(C)c2ccccc12 (configuration not stated) was read as mIAP block -7.1, A3A deaminase -3.2, SENP1 FRET inh 1.1, NLRP3 yeast inh 5.7, MIN6 prolif 0.0, hIAP block 1.8, hIAP act 0.982, A3G deaminase -7.5 and mIAP activ 1.07.
`Cc1nnc(SCC(=O)Nc2nsc(-c3ccc(Cl)cc3)n2)s1` gave mIAP block 10.3, A3A deaminase 2.3, SENP1 FRET inh 1.7, NLRP3 yeast inh 13.7, MIN6 prolif 4.0, hIAP block 1.6, hIAP act 0.984, A3G deaminase -2.6 and mIAP activ 0.897.
`CC[N+]1(C)CCC(=C2c3ccccc3CC(=O)c3sccc32)CC1` (configuration not stated) gave mIAP block -0.4, A3A deaminase -0.3, SENP1 FRET inh 4.2, NLRP3 yeast inh 15.9, MIN6 prolif 2.0, hIAP block 22.9, hIAP act 0.771, A3G deaminase -7.1 and mIAP activ 1.
CC(c1ccc(Cl)cc1)n1c(-c2ccc3ccccc3n2)n[nH]c1=S (configuration not stated) was read as mIAP block -0.5, A3A deaminase -7.3, SENP1 FRET inh -4.1, NLRP3 yeast inh 20.5, MIN6 prolif -1.6, hIAP block -18.1, hIAP act 1.18, A3G deaminase -9.0 and mIAP activ 1.
`CCC/C(C)=N/NC(=O)c1ccccc1O` gave mIAP block -5.0, A3A deaminase 1.5, SENP1 FRET inh 1.0, NLRP3 yeast inh 12.8, MIN6 prolif 0.0, hIAP block 10.2, hIAP act 0.898, A3G deaminase -0.8 and mIAP activ 1.05.

From PubChem BioAssay

A portion of the library; rates above refer to the full screens.
